M4 antag: human M4 muscarinic receptor antagonists, primary screen, CHO cells, Fluo-8 calcium fluorescence. Muscarinic acetylcholine receptor M4 (Homo sapiens), P08173. CHO-hM4 cells, ACh EC80. inhibition, % at 3 µM. actives 0.73% (n = 360,000). AID 624125, 2012;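 active = inhibition above its plate's cutoff, the mean inhibition of sample wells plus 3 SD, cut at about 27% in these data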;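 note: 0% = acetylcholine EC80 with DMSO and 100% = DMSO without agonist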
CHRM1 PAM: human M1 muscarinic receptor positive allosteric modulators, primary screen, CHO-K1 cells, Fluo-8 calcium fluorescence, 1536-well; CHO-K1 hM1, ACh EC20; 0% = ACh EC20, 100% = maximal ACh; activation, % at 3 µM; actives 0.088% (n = 360,000); in the data active = activation above about 19%, passing the limit was not always enough
Target sequence (P11229 whole entry, looked up): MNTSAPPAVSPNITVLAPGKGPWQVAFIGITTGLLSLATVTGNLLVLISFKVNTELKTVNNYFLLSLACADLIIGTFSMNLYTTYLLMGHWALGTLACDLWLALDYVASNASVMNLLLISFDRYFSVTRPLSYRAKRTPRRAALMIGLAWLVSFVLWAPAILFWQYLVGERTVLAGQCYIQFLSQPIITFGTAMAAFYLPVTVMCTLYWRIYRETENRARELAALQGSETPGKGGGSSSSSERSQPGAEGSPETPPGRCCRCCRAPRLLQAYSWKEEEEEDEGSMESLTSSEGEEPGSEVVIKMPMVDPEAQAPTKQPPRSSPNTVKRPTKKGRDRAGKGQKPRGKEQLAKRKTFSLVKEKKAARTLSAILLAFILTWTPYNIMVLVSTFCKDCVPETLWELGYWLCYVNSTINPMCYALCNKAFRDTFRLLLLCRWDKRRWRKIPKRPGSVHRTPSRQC
CHRM5 PAM: human M5 muscarinic receptor positive allosteric modulators, primary screen, CHO-K1 cells, Fluo-8 calcium fluorescence | Muscarinic acetylcholine receptor M5 (Homo sapiens), P08912 | CHO-K1 hM5, ACh EC20 PAM; 0% = ACh EC20, 100% = ACh EC100 | activation, % at 3 µM | actives 0.3% (n = 360,000) | AID 624038, 2012;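 active = activation above the run cutoff, the mean activation of all test compounds plus 3 SD, cut at about 18% in these data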
Target sequence (P08912 whole entry, looked up): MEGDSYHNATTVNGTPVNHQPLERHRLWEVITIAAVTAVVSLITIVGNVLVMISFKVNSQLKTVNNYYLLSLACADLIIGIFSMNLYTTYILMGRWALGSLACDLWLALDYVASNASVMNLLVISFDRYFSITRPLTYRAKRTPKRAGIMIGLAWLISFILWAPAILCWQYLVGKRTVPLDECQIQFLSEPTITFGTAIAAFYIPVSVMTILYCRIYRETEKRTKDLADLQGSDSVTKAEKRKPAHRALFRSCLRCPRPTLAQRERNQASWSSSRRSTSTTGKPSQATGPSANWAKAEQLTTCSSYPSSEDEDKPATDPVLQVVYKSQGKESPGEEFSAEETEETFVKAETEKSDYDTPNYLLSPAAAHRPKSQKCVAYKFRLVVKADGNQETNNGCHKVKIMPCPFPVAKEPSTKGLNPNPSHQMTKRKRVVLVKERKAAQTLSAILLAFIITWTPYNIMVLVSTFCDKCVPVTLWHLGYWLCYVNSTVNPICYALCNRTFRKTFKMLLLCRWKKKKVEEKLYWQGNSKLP
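system = human M5 receptor in CHO-K1 cells | compound = one concentration, 3 µM final (nominal) | schedule = Post-acetylcholine fluorescence recording 140 s | signal = Fluo-8 calcium dye fluorescence, kinetic read | benchmarks = low control EC20 acetylcholine (0%), high control EC100 acetylcholine (100%) | repeats = singlicate, one well per test compound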
CHRM4 PAM: human M4 muscarinic receptor positive allosteric modulators, primary screen, CHO-K1 cells, Fluo-8 calcium fluorescence. Muscarinic acetylcholine receptor M4 (Homo sapiens), P08173. CHO-K1 hM4/Gqi5, ACh EC20; 0% = ACh EC20, 100% = maximal ACh. activation, % at 3 µM. actives 0.4% (n = 360,000);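 active = activation above its plate's cutoff, the mean activation of sample wells plus 3 SD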; note: some results filed as inactive read as strong as hits
CHRM5 antagonist: human M5 muscarinic receptor antagonists, primary screen, CHO cells, Fluo-8 calcium fluorescence; Muscarinic acetylcholine receptor M5 (Homo sapiens), P08912; CHO-hM5 cells, ACh EC80; inhibition, % at 3 µM; actives 0.59% (n = 360,000);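 active = inhibition above a per-plate cutoff, the mean of that plate's test compounds plus 3 SD, cut at about 27% in these data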;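 note: 0% = acetylcholine EC80 with DMSO and 100% = DMSO without agonist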
M5 ag: human M5 muscarinic receptor agonists, primary screen, CHO-K1 cells, Fluo-8 calcium fluorescence; actives 0.19% (n = 360,000); activation, % at 3 µM; Muscarinic acetylcholine receptor M5 (Homo sapiens), P08912; CHO-K1 hM5 cells; 0% DMSO wells, 100% maximal acetylcholine response;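 active = activation above the run's mean over test compounds plus 3 SD, cut at about 23% in these data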;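 note: signal is peak over basal fluorescence ratio across the kinetic read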
CRFBP-R2 block: antagonists of CRF-BP/CRF-R2 complex, primary screen, cell-based, HEK293, calcium dye fluorescence, uHTS. inhibition, % at 11.8 µM. actives 0.59% (n = 350,000). CRF-induced calcium fluorescence;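 active = inhibition of the ligand-induced calcium signal above about 50% at the single tested concentration, limit read from the data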
CRFR2-BP ag: agonists of CRF-BP/CRF-R2 complex, primary screen, cell-based, HEK293, calcium dye fluorescence, uHTS | CRF-binding protein / CRF receptor 2 complex (human) | calcium dye fluorescence (FLIPR); percent of saturating CRF peptide response | activation, % at 13.2 µM | actives 0.46% (n = 350,000) | AID 588473, 2011;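 active = activation of at least 50%, plus an integration ratio under a set limit after plate pattern correction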;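 note: plate controls were neutral control wells without compound for no effect and CRF at EC100 for full effect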
CHRM4 agonist: human M4 muscarinic receptor agonists, primary screen, CHO-K1 cells, Fluo-8 calcium fluorescence; Muscarinic acetylcholine receptor M4 (Homo sapiens), P08173; actives 0.14% (n = 360,000); activation, % at 3 µM; CHO-K1 hM4/Gqi5; vehicle 0%, full acetylcholine response 100%; AID 624127, 2012;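 active = activation above the run mean over all test wells plus 3 SD, cut at about 32% in these data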;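 note: peak over basal fluorescence ratio per well then scaled between controls; 0% = DMSO wells and 100% = acetylcholine at EC100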
Active calls of the source: *; x = not tested or not shown.

M4 antag	CHRM1 PAM	CHRM5 PAM	CHRM4 PAM	CHRM5 antagonist	M5 ag	CRFBP-R2 block	CRFR2-BP ag	CHRM4 agonist	Compound
2	-5	0	-5	-5	-1	-19	5.6	0	CCOC(=O)c1oc2ccccc2c1NC(=O)c1ccc(S(=O)(=O)N2CCCC2)cc1
-9	13	-2	2	21	-1	12	3.7	2	C[C@@H]1CCCCCCCCC(=O)OCCN(C(=O)OC(C)(C)C)[C@H](C)CCCCCCCCC(=O)OCCN(C(=O)OC(C)(C)C)[C@H](C)CCCCCCCCC(=O)OCCN(C(=O)OC(C)(C)C)[C@H](C)CCCCCCCCC(=O)OCCN1C(=O)OC(C)(C)C
-5	7	1	-5	8	2	-9	-1.6	2	COc1ccc2[nH]c(C(=O)N(Cc3ccccn3)Cc3ccccn3)cc2c1
-6	2	-9	1	3	1	-3	0.7	10	COc1ccc(-c2nc3cc(C)ccn3c2NC(=O)c2ccccc2OC)cc1
3	6	2	-2	-5	-1	16	-0.2	0	COc1ccc(-n2c(C)cc(C(=O)NC3CCCCC3)c2C)cc1
-7	-3	3	-2	10	-6	24	-0.7	2	Cc1cc(NC(=O)c2ccccc2)ncc1NC(=O)c1ccco1
7	-18	-12	-14	13	-21	1	-0.8	1	Cc1ccc(CN2CCC(Oc3cccc(C(=O)N(C)CCN(C)C)c3)CC2)cc1C
-3	2	-4	10	8	0	0	-1.3	0	CC1=CC(c2ccccc2)=NS(=O)(=O)N1
5	-10	-8	-12	14	0	9	-1.7	0	CCCCNC(=S)NC1CCCC1
-20	-4	-14	-3	-2	-3	2	-1.6	12	O=C(COC(=O)C1CC(=O)N(Cc2ccco2)C1)Nc1nc(-c2ccc(F)cc2)cs1 (configuration not stated)
1	12	-1	14	4	-4	10	1.5	1	CC1CC(C)CN(S(=O)(=O)N2CCCC(C(=O)NC3CCCCC3C)C2)C1 (configuration not stated)
0	2	-2	-7	10	0	-3	-1.4	2	CCC(=O)N1CCN(c2ccc(NC(=O)c3ccc([N+](=O)[O-])o3)cc2)CC1
6	10	4	2	9	-7	8	-0.5	-1	Cc1ccc(C(=O)NCCc2ccccc2)cc1
7	8	-1	-1	2	-3	5	2.9	0	CC(=O)NNc1nc(-c2ccc(C)cc2)cs1
-18	2	-12	-4	2	-4	4	3.3	7	Cc1cc(S(=O)(=O)N(Cc2ccccc2F)C2CC2)ccc1-n1cnnn1
1	6	0	-1	-2	-3	-15	2.3	0	COc1cc(C)c(Cl)cc1S(=O)(=O)NCC1CCCO1 (configuration not stated)
-2	5	1	9	7	-2	13	-9.6	1	Cc1nc(N2CCOCC2)c2c(C)c(C(=O)Nc3ccccc3Cl)sc2n1
0	x	-3	-3	0	5	x	x	9	COC(=O)[C@]12CCCCC=C1N(CCC1=CCCCC1)C(=O)[C@H](CC(=O)N1CCCC1)C2
-3	-8	-1	-4	-6	-2	22	0.0	-1	COc1cccc(C(=O)C2CN(c3ccccc3)CC2c2ccc(Cl)cc2)c1 (configuration not stated)
11	15	-6	-5	13	-5	-11	-0.8	0	CCCC(=O)N/C(N)=N/c1nc(C)c2cc(C)ccc2n1
2	0	-9	-7	10	1	-6	-0.6	1	Nc1ccc(N2CCOCC2)c(S(=O)(=O)Nc2cc(Cl)ccc2Cl)c1
-8	4	0	3	-8	-1	7	-0.4	0	C=CCc1cccc2cc(C(=O)N(CC)CC)c(=O)oc12
2	-7	-12	-6	13	-1	-4	6.4	2	O=C1C=C(c2ccc(Oc3ccccc3)cc2)C[C@@H](c2ccc(F)cc2)C1
-5	4	6	4	5	2	-18	-0.4	0	Cc1cc(=O)oc2cc(OCC(=O)OC(C)C(=O)Nc3ccc(S(N)(=O)=O)cc3)ccc12 (configuration not stated)
-6	6	-14	4	20	1	-4	-1.0	1	O=[N+]([O-])c1ccc(NN=Cc2ccco2)nc1
-10	13	-1	2	8	4	2	-0.6	0	COC(=O)c1cc(C(=O)OCC(=O)N2CCCCC2)cc([N+](=O)[O-])c1
-8	5	6	7	-3	-1	4	1.2	0	COc1cccc(OC)c1C(=O)OCC(=O)/C(C#N)=C(\C)N
-9	3	-13	3	13	0	7	0.3	1	O=C(Nc1cccc(C(F)(F)F)c1)c1cc(Br)cc2c1OCC2
1	11	-3	5	5	4	-13	-1.2	1	CCC(=O)c1ccccc1OCCSc1nc(C)cc(=O)[nH]1
30*	-23	-17	-25	11	-8	-28	2.4	7	CCN(CC)CC#CCC(O)(c1ccccc1)c1ccc(Br)cc1 (configuration not stated)
-28	17	4	16	1	5	3	0.0	1	CCc1ccc(C(=O)NNC(=O)c2ccc(OCC(=O)N3CCOCC3)c(OC)c2)cc1
-6	12	14	6	-12	1	-1	1.7	0	N#Cc1ccc(OCC(=O)NNC(=S)NC2CCCCC2)cc1
-1	9	1	5	0	-5	-26	-3.1	1	CCOc1ccc(C(=O)Nc2c3c(nn2-c2cccc(Cl)c2)CS(=O)C3)cc1 (configuration not stated)
-8	9	1	1	2	1	-8	-4.3	8	O=C(CN(Cc1ccco1)C(=O)Cn1nnc(-c2ccc(F)cc2)n1)NC1CCCC1
9	3	-21	-18	36*	25*	-132	167*	16	COc1cc(/C=C2/CC/C(=C/c3ccc(O)c(OC)c3)C2=O)ccc1O
1	-4	-5	-6	3	-5	-10	3.5	2	CCC(CNc1cc(OC)cc2cccnc12)NC1CCCCC1 (configuration not stated)
-2	4	-3	7	13	-3	-3	0.0	3	Cn1c(=O)c2sccc2n(Cc2ccc(Br)cc2)c1=O
3	8	-2	7	5	-2	-4	-1.2	0	COc1cc(/C=C2/C(=O)NN(c3ccccc3)C2=O)cc(Br)c1O
-8	4	7	-2	13	-8	5	-0.1	0	Cc1cccc(NCc2cccc3ccccc23)n1
-6	5	-11	-2	13	-5	-20	1.8	9	COc1ccccc1C(CCNCc1ccc(N(C)C)cc1)c1ccc(OC(C)C)cc1 (configuration not stated)
2	-5	0	2	-6	-3	77*	-1.5	0	CCc1cccc(NC(=S)N(CCCN2CCOCC2)C(C)c2cc3cccc(OC)c3o2)c1 (configuration not stated)
-8	2	0	11	-6	-2	-9	4.8	2	Cc1cc(C(=O)N/N=C/c2ccc[nH]2)n[nH]1
-5	-2	-7	5	-5	-6	-59	8.0	1	CC1CCN(c2ncnc3c2cnn3Cc2ccc(Cl)cc2)CC1
-11	-5	-6	7	18	-4	3	0.6	-1	Cc1ccc(OCc2nnc(SCc3ccc(C#N)cc3)n2-c2ccc(C)cc2)cc1
-6	-2	0	0	-6	-3	x	x	1	Cc1ccc(Cc2c(C(C)(C)C)nc3ccc(Br)cn23)cc1
-3	3	6	-1	-3	2	-1	-0.9	0	CSCCC(NS(=O)(=O)c1cccc(C(F)(F)F)c1)C(=O)Nc1ccccc1N1CCCC1 (configuration not stated)
11	7	-3	8	5	-3	11	-1.5	0	O=C(CSc1nnc(-c2cnccn2)n1Cc1ccco1)Nc1ccc(Br)cc1
8	13	-1	0	2	-5	-11	0.9	1	CCN(CC)S(=O)(=O)c1cc(Cl)ccc1OC
-5	14	2	9	-6	3	4	-0.3	6	COc1ccc(C(=O)NCC(=O)OCc2ccc(F)cc2Cl)cc1OC
-3	4	3	2	-1	-22	7	-1.1	0	CC1CCC(N2CCN(C(=O)c3ccccc3F)CC2)CC1 (configuration not stated)

Later entries.
M4 antag	CHRM1 PAM	CHRM5 PAM	CHRM4 PAM	CHRM5 antagonist	M5 ag	CRFBP-R2 block	CRFR2-BP ag	CHRM4 agonist	Compound
22	10	2	5	4	-5	1	3.2	8	COCCN=C1N[C@@H](c2ccc(Br)cc2)C(C(=O)OC)=C(C)N1Cc1ccccc1
6	17	-7	7	15	-4	25	2.3	1	Cc1ccc(C(=O)NC2CCN(C(=O)Nc3ccccc3Cl)CC2)cc1
-1	-7	9	4	-3	2	x	x	1	COc1cc(NC(=O)[C@H]2O[C@@H](n3ccc(N)nc3=O)[C@H](O)[C@@H]2O)cc(OC)c1OC
5	7	2	-4	11	-4	-21	1.6	0	CCn1c(CNC(=O)c2ccc3c(c2)OCO3)nnc1SCC(=O)Nc1ccccc1F
-3	-1	-5	-6	-3	5	-22	-1.1	9	O=C(COC(=O)CN1C(=O)C2CC=CCC2C1=O)Nc1cc(C(F)(F)F)ccc1N1CCOCC1 (configuration not stated)
-8	2	-2	5	0	-1	10	2.2	0	Cc1ccc(S(=O)(=O)NCCCCCC(N)=O)cc1
-1	-5	-8	-2	13	-3	-2	-0.4	6	O=S(=O)(c1ccc(Br)cc1)N1CCOC12CCCCC2
-2	5	-2	3	8	-2	-4	0.1	0	CCOC(=O)Nc1ccc2c(c1)nc1n2CCN(CCOC)C1
10	4	0	-7	-12	-3	9	-0.8	0	CCOC(=O)c1ccc(Nc2cc(C)nc3ncnn23)cc1
3	2	1	1	3	-5	13	-2.6	0	CCn1nc(C)c(CNC(=O)C2CCC(=O)N(Cc3ccc(Cl)cc3)C2)c1C (configuration not stated)
3	3	-2	0	-3	1	1	0.3	4	O=C(/C=C/NNC(=O)c1cccc(Br)c1)c1cccc(Br)c1
1	10	0	-2	1	-1	13	0.3	3	C=CCSc1nnc(-c2sc(-c3ccccc3)nc2C)n1C
0	8	2	4	-3	0	8	-1.3	1	CS(=O)(=O)Nc1ccccc1C(=O)N1CCOCC1
-22	5	9	1	7	-1	-4	3.5	0	Cn1c(Sc2ccc(C(=O)O)cc2[N+](=O)[O-])nnc1-c1ccccc1
2	2	-2	-4	-3	-2	14	-2.3	1	O=[N+]([O-])c1cccc(-c2ccc(C(=S)N3CCN(c4ccccc4)CC3)o2)c1
9	1	-7	10	2	-1	-6	-0.7	3	Cn1c(=O)c2c(nc(Br)n2CCCc2ccccc2)n(C)c1=O
-5	2	-8	-2	9	2	-15	1.2	6	BrC(=C\c1ccccc1)/C=N/Nc1nc(N2CCOCC2)nc(N2CCOCC2)n1
17	11	-5	2	13	0	2	-0.1	1	COc1cc(OC)cc(C(=O)NNC(=O)CCC2CCCC2)c1
-11	4	3	1	4	1	-1	1.9	0	CCN(CC)c1ccc(C(=O)NNC(=O)CNC(=O)c2ccco2)cc1
-2	6	13	-1	-14	-4	8	-0.3	2	N#CC12CCCCC1CC1CCCCC1(C#N)N2N (configuration not stated)

Source: PubChem BioAssay
